Bioassay records: PubChem, Broad Institute
DENV2 CPE: DENV2-induced cell death inhibition | DENV2-infected cells, cytopathic effect rescue, plate reader | CPE inhibition, % at 9.99 µM | hit rate 1.7% among 350,000; in the data active = CPE inhibition above about 20%, passing the limit was not always enough; inconclusive = no clear call, values can overlap the other calls; tested in BHK-21 cells;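 note: 0% = median of neutral control wells and 100% = median of positive control wells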
Xi reactivation: X-chromosome reactivation activator. XiGFP mouse fibroblasts, % GFP-positive cells imaging, 3 d; cells co-treated with 5-aza-dC sensitizer; scaled so ellipticine positive control = 100%. activation, % at 7.58 µM. hit rate 0.055% among 360,000;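 active = mean normalized replicate activation at least 10% and every replicate at or above 10%; inconclusive = only one of the two criteria met; inactive = mean below 10% and not all replicates reach 10%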;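 note: 0% = median of on-plate neutral control wells and 100% = ellipticine 6 µM median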
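Schedule: 3 d treatment, 15 min room-temperature fixation; system: 68-5-11 XiGFP fibroblast line; buffer or medium: DMEM plus 5-aza-dC sensitizer; control set: ellipticine 6 µM positive control; compound: one concentration, pinned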
ERp5 block: ERp5 (human) disulfide isomerase inhibition; Q15084; ERp5 insulin aggregation, absorbance 650 nm, 90 min; inhibition, % at 9.99 µM; hit rate 0.05% among 350,000;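 active = mean replicate inhibition above about 25%, with every replicate also reaching it, limit read from the data, passing the limit was not always enough; inconclusive = only one of those two criteria met; inactive = neither criterion met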
Target sequence (Q15084 whole entry, looked up): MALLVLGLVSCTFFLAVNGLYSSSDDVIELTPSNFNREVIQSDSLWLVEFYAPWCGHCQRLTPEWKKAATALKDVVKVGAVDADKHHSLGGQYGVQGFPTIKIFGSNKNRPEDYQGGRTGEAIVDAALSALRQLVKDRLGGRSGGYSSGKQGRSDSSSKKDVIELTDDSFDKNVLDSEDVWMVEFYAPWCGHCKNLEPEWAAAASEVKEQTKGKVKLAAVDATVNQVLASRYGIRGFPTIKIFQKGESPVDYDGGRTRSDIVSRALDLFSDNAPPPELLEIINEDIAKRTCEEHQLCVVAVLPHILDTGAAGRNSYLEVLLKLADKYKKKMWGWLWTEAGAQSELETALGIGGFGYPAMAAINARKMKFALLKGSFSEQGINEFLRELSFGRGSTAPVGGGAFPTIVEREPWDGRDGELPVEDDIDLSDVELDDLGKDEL
PAX8 inh HTS: inhibitors of PAX8 transcriptional activity in RMG-I cells; hit rate 1.2% among 360,000; inhibition, % at 12.6 µM; RMG-I TPO-luciferase reporter, SteadyGlo, 24 h;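 active = mean replicate inhibition at least 60% with every replicate also reaching 60%; inconclusive = only one of the two criteria is met; inactive = mean below 60% and not all replicates reaching 60%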;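 note: luciferase light reporting Pax8 driven TPO promoter activity; plate controls were median of neutral control wells for no effect and mitoxantrone controls for full effect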
INS-1E GSIS act: primary screen for activators of insulin secretion dependent on glucose, INS-1E cells, GLuc reporter luminescence; INS-1E GLuc reporter insulin secretion, 2-3 h; activation, % at 16.6 µM; hit rate 0.61% among 370,000; AID 743287;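 active = lowest replicate activation of at least 40%, so every replicate reaches that level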;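 note: 0% = median of neutral control wells and 100% = median of IBMX positive control wells; some compounds called inactive have numbers as strong as hits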
ARNT-TACC3 inh: disrupts binding between human ARNT and TACC3; AID 623870; inhibition, % at 9.99 µM; hit rate 0.66% among 390,000; AlphaScreen His-ARNT PAS-B/GST-TACC3 binding, luminescence; TACC3 fragment carries E629A point mutation; Q9Y6A5;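 active = mean inhibition of replicates at least 50% and at least half of replicates each reaching 50%; inconclusive = half or more replicates reach 50% but mean below 50%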;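 note: 0% = complete ARNT plus TACC3 wells and 100% = ARNT alone without TACC3; many hits fall short of the cut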
CFTR F508del cor: correctors of CFTR F508del function in bronchial epithelial cells; CFBE cells, YFP halide quenching; stimulated with forskolin plus potentiator P3; % fluorescence drop versus neutral controls; activity (quench increase), % at 7.58 µM; hit rate 0.36% among 350,000; AID 720511;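 active = mean added fluorescence quench of at least 8% versus neutral control, with both replicates also reaching 8%; inconclusive = only one of the mean or replicate conditions met; inactive = mean below 8% and not both replicates reaching 8%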;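 note: cells transiently co-express mutant CFTR-F508del with the halide-sensitive YFP; corrector assay measuring rescue of mutant channel to the surface after 24 h compound exposure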
EWS-Fli inh: blocks EWS/Fli oncoprotein-driven transcription. A673 NR0B1-luciferase reporter, viability-normalised. inhibition, % at 12.6 µM. hit rate 0.67% among 350,000. AID 651661;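 active = mean inhibition of at least 50% after viability correction, with every replicate also passing that limit; inconclusive = mean reaches 50% but only one of two replicates passes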;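 note: firefly luciferase signal divided by Alamar Blue viability fluorescence both relative to DMSO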
* marks the source's active call; other numbers are inactive results; ? = inconclusive; / = not tested or not shown; & = joins results of further samples.

SMILES	DENV2 CPE	Xi reactivation	ERp5 block	PAX8 inh HTS	INS-1E GSIS act	ARNT-TACC3 inh	CFTR F508del cor	EWS-Fli inh
CCC(=O)N1[C@H](CO)[C@H]2c3ccccc3N(C(=O)Nc3ccccc3Cl)C[C@H]21	/	0.4	1	13	4	-9	0.6	-4
COCCNC(=O)C/C(C)=N/NC(=O)C(=O)NC1CCCCC1	1	0.0	-3	101*	0	12	-0.2	7
O=C(O)/C=C\C(=O)Nc1ccc(N2CCN(c3ccc(Cl)c(Cl)c3)CC2)cc1	6	0.4	-6	-23	8	2	1.3	0
CC(=O)Nc1cnc(-c2ccccc2C(F)(F)F)cn1	-2	0.2	-2	-16	/	/	1.1	-21
CCCC(=O)Nc1ccc2c(c1)C(=O)N(C)[C@H]1CC[C@@H](CC(=O)NCCOC)O[C@H]1CO2	-5	0.2	/	-1	13	-3	-0.5	2
CC(C)NC(=O)Nc1cccc2c1O[C@@H](CN(C)C(=O)Nc1ccc(F)cc1)[C@@H](C)CN([C@H](C)CO)C2=O	22*	-0.9	1	7	-2	0	-2.4	0
CCN1CCc2nc3sc(C(=O)Nc4cccnc4Cl)c(N)c3cc2C1	8	0.0	-1	-24	6	6	-1.4	/
C=CCOC(=O)C1=C[C@H](c2ccccc2)[C@@H](CCCO)[C@H](OCC)O1	6	0.0	0	-15	2	2	-0.4	4
COc1cc(/C(C)=N/NC(=O)CSc2nc3ccccc3[nH]2)ccc1O	3	0.1	-1	30	2	15	0.5	-3
CN(C)C(=O)[C@@H]1[C@@H](CO)[C@@H]2Cn3c(ccc(-c4ccncc4)c3=O)[C@@H]2N1Cc1ccccc1	2	0.0	0	/	10	-5	/	-4
CC(=O)c1cccc(OCc2cc(C(=O)N3CCC(N4CCCCC4)CC3)no2)c1	5	0.0	1	2	-3	-2	-3.2	-5
Cc1ccc(C#N)c(SCc2ccccc2[N+](=O)[O-])n1	3	-0.7	0	8	20	-9	/	-17
CCOCCCNC(=O)c1cn(CC(C)C)c(=O)c2c1c1ccccc1n2C	-1	0.0	-2	19	4	/	-2.1	2
CC(=O)c1ccc(OCC(=O)OCC(=O)N(CC(C)C)c2c(N)n(Cc3ccccc3)c(=O)[nH]c2=O)cc1	?	-0.1	-5	-8	8	-4	-4.0	-4
CN(CCOc1ccccc1)CC(=O)Nc1cccc(C#N)c1	-5	0.2	-1	10	1	-2	-0.7	5
COc1ccc(OC)c(CCNC(=O)Cn2ccc3cc(S(=O)(=O)N4CCCC4)ccc32)c1	-3	0.1	2	10	-2	-2	-5.9	6
Nc1nc(CN2CCN(Cc3ccccc3)CC2)nc(N2CCCc3ccccc32)n1	-4	0.0	-3	2	12	8	-4.3	2
Cc1ccc(S(=O)(=O)Nc2ccc3c(c2)C(=O)N([C@@H](C)CO)C[C@H](C)[C@@H](CN(C)S(=O)(=O)c2ccc(Cl)cc2)OCCCC[C@@H](C)O3)cc1	9	0.0	/	57	9	-8	5.8	10
Cn1ccc2c(N3c4ccccc4CCc4ccccc43)cc3c(c21)C1CCC3C1 (configuration not stated)	19	0.0	-1	13	-4	/	-1.3	-1
COc1ccc(CNC(=O)C(=O)NCCC2CCCCN2S(=O)(=O)c2ccccc2)cc1 (configuration not stated)	10	-0.2	-7	40	-35	4	-3.1	6
O=C(C[C@H]1CC[C@@H](NC(=O)Nc2ccc(F)cc2)[C@@H](CO)O1)NCCN1CCCC1	9	0.0	2	-11	17	-2	-2.7	8
O=C(Nc1ccccn1)C1CCN(S(=O)(=O)c2ccc(Cl)cc2)CC1	-3	0.1	4	-69	28	10	2.9	-26
CCOc1ccc(NC(=O)CCN2CCN(C)CC2)cc1	-1	0.0	2	-8	6	-2	-0.8	0
CCCNC(=O)[C@H]1[C@H](CO)[C@H]2Cn3c(ccc(/C=C/c4ccccc4)c3=O)[C@H]2N1CC	7	0.2	2	/	-5	-6	/	0
CCOC(=O)c1c(C)[nH]c2c1-c1ccccc1C(=O)C2=O	-21	-0.1	0	107*	0	/	1.0	75*
Cc1ccn2cc(-c3cccc(NC(=O)c4ccccc4)c3)nc2c1	/	0.0	/	-118	-3	-24	/	/
COCC#Cc1cnc2c(c1)C(=O)N([C@H](C)CO)C[C@@H](C)[C@@H](CN(C)C(=O)Nc1cccc(F)c1)O2	-15	-0.3	-4	/	4	-3	-2.1	-13
CC(=O)N1CCc2cc(Br)cc(S(=O)(=O)N3CCC(C(=O)O)CC3)c21	9	-0.1	5	9	-8	8	-2.3	/
C[C@@H]1CN([C@@H](C)CO)C(=O)c2cccc(NS(=O)(=O)c3cn(C)cn3)c2O[C@@H]1CN(C)Cc1ccccc1	9	-0.2	3	-18	19	2	0.6	-3
CC=Cc1ccc2n(c1=O)C[C@@H]1[C@@H](CO)[C@H](C(=O)NCCCN3CCOCC3)N(C)[C@H]21 (mixture of isomers)	0	0.2	6	4	0	-30	-3.1	6
Cc1noc(C)c1NC(=O)N(C)C[C@H]1OCCCC[C@H](C)Oc2ccc(NS(C)(=O)=O)cc2C(=O)N([C@@H](C)CO)C[C@H]1C	?	0.2	/	2	7	1	1.7	-6
Cc1c(N=C2NN=C(c3ccc(Cl)cc3)CS2)c(=O)n(-c2ccccc2)n1C	-2	0.0	6	-11	-9	0	-0.2	-9
Cc1cc(/C=C(\C#N)C(=O)Nc2ccc(Cl)cc2)c(C)n1-c1ccc(N2CCOCC2)c([N+](=O)[O-])c1	-9	0.0	-7	4	-8	-5	2.0	10
COc1ccncc1-c1ccc(C2=CC(=O)CC(C)(C)C2=O)cc1	-9	0.0	3	-87	15	/	-0.2	-98
COc1ccc(-n2ccnc2SCC(=O)NCc2ccco2)c(OC)c1	0	-0.1	5	12	10	-2	-3.6	8
CCCNC(=O)C1CCN(S(=O)(=O)c2ccc3[nH]c(=O)ccc3c2)CC1	0	-0.1	-1	13	/	-8	1.2	-1
C[C@H](CO)N1C[C@H](C)[C@H](CN(C)S(=O)(=O)c2ccc(Cl)cc2)Oc2c(NC(=O)Nc3cccc4ccccc34)cccc2C1=O	6	-1.0	0	/	6	-11	-1.0	-7
CCNC(=O)NC(=O)C(C)OC(=O)Cc1coc2cc3c(cc12)CCC3 (configuration not stated)	0	0.1	-1	-8	6	-6	-0.4	-7
CCOC(=O)N1CCN(c2ncc(C(F)(F)F)cc2Cl)CC1	6	0.0	-1	-8	6	/	-0.1	-2
O=C(NCCN1CCC(n2c(=O)[nH]c3ccccc32)CC1)c1ccc(Cl)cc1Cl	?	-0.2	-2	13	-8	/	-2.6	2
CC(=O)Nc1ccc(OCCC[n+]2ccccc2)cc1	0	0.0	-2	7	/	-10	0.7	13
CC(NC(=O)COC(=O)c1cc(=O)c2ccccc2o1)c1ccccc1 (configuration not stated)	5	0.1	-1	12	15	-2	-1.1	-5
Cc1ccc(N/N=C(\C#N)C(=N)N2CCCCC2)cc1	5	0.0	4	-106	/	5	-1.8	-43
CNc1ccccc1C(=O)OCC(=O)c1ccccc1	32*	/	3	-76	/	-11&-7	0.1	-20
COc1ccccc1NC(=O)COC(=O)c1c[nH]c2ccccc12	1	0.0	2	13	2	-2	1.8	3
O=C(Nc1ccc(F)cc1)N1CC(=O)N2[C@H](CO)[C@H](c3ccc(Br)cc3)[C@@H]2C1	12	0.0	-4	21	-5	/	5.5	-3
Oc1ccc(/C=N/N2CCN(c3ccccn3)CC2)cc1	2	0.0	?	-29	9	-4	0.2	-5
Cc1ccc(S(=O)(=O)NN=C2C3CC4CC(C3)CC2C4)cc1	?	0.0	3	4	-15	1	-4.6	0
CS(=O)(=O)N1CCN(C(=O)Nc2ccccc2)CC1	-1	0.0	-3	5	-4	-2	-1.8	-7
O=C(NCc1cccc(Cl)c1)c1ccc(-c2ccc(F)c(F)c2)c2ccoc12	-9	0.1	1	0	/	/	-3.2	2
CC1CCCN(Cc2nc(Cc3ccccc3Cl)no2)C1 (configuration not stated)	-1	-0.1	-4	-58	/	-1	1.7	-11
Fc1cccc(CNCc2ccc3c(c2)OCO3)c1	9	0.0	-13	8	6	-1	2.3	-1
CCCc1cc(=O)[nH]c(SCC(=O)N2CCN(c3ccccc3)CC2)n1	?	/	-11	/	6	0	-2.2	2
CC(C)CNC(=O)NC(=O)COC(=O)Cn1cnc2ccccc2c1=O	1	-0.2	6	16	14	-16	-0.3	1
CCN(C(=O)c1ccc2c(=O)n3c(nc2c1)CCCCC3)c1ccc(F)cc1	4	0.0	4	5	-6	16	0.3	-9
CN(Cc1nc2ccccc2c(=O)[nH]1)C(=O)c1cccc(S(=O)(=O)N2CCc3ccccc32)c1	44*	0.4	-6	24	-24	7	5.3	-24
CC(/C=C/c1ccccc1)=N/NC(=O)c1nc2nc(C)cc(C)n2n1	3	-0.4	0	-3	17	-4	-1.0	-45
COc1ccc(NC(=O)N[C@@H]2CC[C@H](CC(=O)NC3CCC3)O[C@@H]2CO)cc1	-1	-0.3	-3	-59	7	12	-2.8	-5
O=C(N=C1SC2CS(=O)(=O)CC2N1Cc1ccc(Cl)cc1)C1CCCO1 (configuration not stated)	-7	0.0	2	-5	14	-3	-0.6	/
Nc1nccnc1C(=O)OCC(=O)Nc1cccc(S(=O)(=O)N2CCCCC2)c1	/	0.0	/	-18	11	0	/	/

New compounds follow
SMILES	DENV2 CPE	Xi reactivation	ERp5 block	PAX8 inh HTS	INS-1E GSIS act	ARNT-TACC3 inh	CFTR F508del cor	EWS-Fli inh
O=C(CNC(=O)c1ccc(Cl)cc1)OCCCOC(=O)CNC(=O)c1ccc(Cl)cc1	-5	0.0	-1	-1	-3	-12	0.5	-8
Cc1ccc(NC2CCCN(C(=O)c3cn4cc(Cl)ccc4n3)C2)cc1C (configuration not stated)	4	0.0	-10	-4	-21	3	-0.1	3
O=C(C[C@H]1CC[C@H](NS(=O)(=O)c2ccccc2)[C@H](CO)O1)N1CCC(Cc2ccccc2)CC1	6	2.0	0	10	-21	/	-0.2	6
O=C(COC(=O)Cc1ccccc1[N+](=O)[O-])NCc1ccc(F)cc1	-8	0.2	1	15	-14	/	-1.6	4
Cc1ccc(S(=O)(=O)N2CCCCC2)cc1NC(=O)COC(=O)CN1C(=O)NC2(CC(C)CC(C)(C)C2)C1=O (configuration not stated)	-3	-0.1	-9	1	-68	-1	-0.7	-3
Nc1nc2ccc(Cl)cc2cc1C(=O)NCCc1ccc(Cl)cc1Cl	19	0.1	0	-2	62*	/	1.1	7
COc1ccc(CCNC(=O)COc2cc(O)c3c(c2)OC(C)(C)CC3=O)cc1	?	/	-1	/	/	11	-1.8	-3
CCc1ccc(NC(=O)c2sc3nc(C)nc(N4CCN(c5ccccn5)CC4)c3c2C)cc1	-4	0.1	3	9	21	-4	-3.5	/
CCn1c(COc2cccc3cccnc23)nnc1SCC(=O)OC	6	0.0	4	-89	0	2	0.6	-7
Cc1cc(Nc2cccc(F)c2)nc(N2CCOCC2)n1	?	0.0	-6	18	/	13	-1.9	-5
CCCc1nc2c3ccccc3ccn2c1Cc1ccc(OC)cc1C	-8	/	2	18	4	/	-1.9	17
